C2C12 statin – protects C2C12 myotubes from simvastatin toxicity | actives 0.78% (n = 330,000) | rescue of ATP level, % at 7.49 µM | AID 602340 | ATP luminescence, 48 h; scaled: DMSO 0, geranylgeraniol control 100;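 active means mean ATP rescue above about 67%, or every replicate alone reaching that limit, limit read from the data, passing the limit was not always enough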;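 further: myotubes were challenged with 10 µM simvastatin during compound exposure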
GSIS activator – GLuc luminescence reporter in INS-1E cells, primary screen for activators of glucose-dependent secretion of insulin; INS-1E GLuc reporter insulin secretion, 2-3 h; activation, % at 16.6 µM; actives 0.61% (n = 370,000); AID 743287;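 active means lowest replicate activation of at least 40%, so every replicate reaches that level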;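 further: 0% = median of neutral control wells and 100% = median of IBMX positive control wells; some compounds called inactive have numbers as strong as hits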
ARNT-TACC3 inh – disrupts binding between human ARNT and TACC3; Q9Y6A5; AlphaScreen His-ARNT PAS-B/GST-TACC3 binding, luminescence; TACC3 fragment carries E629A point mutation; inhibition, % at 9.99 µM; actives 0.66% (n = 390,000);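 active means mean inhibition of replicates at least 50% and at least half of replicates each reaching 50%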;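 further: 0% = complete ARNT plus TACC3 wells and 100% = ARNT alone without TACC3; many hits fall short of the cut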
PAX8 inh HTS – lowers PAX8-driven luciferase in RMG-I cells. RMG-I TPO-luciferase reporter, SteadyGlo, 24 h. inhibition, % at 12.6 µM. actives 1.2% (n = 360,000). AID 652154;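 active means mean replicate inhibition at least 60% with every replicate also reaching 60%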;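 further: luciferase light reporting Pax8 driven TPO promoter activity; plate controls were median of neutral control wells for no effect and mitoxantrone controls for full effect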
PGC1a acetyl inh – modulators of PGC1a acetylation. actives 0.17% (n = 350,000). inhibition, % at 15.6 µM. AID 651687. U2OS PGC1a acetylation, AlphaScreen anti-acetyl-lysine; with virally co-expressed GCN5 acetyltransferase;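 active means every replicate shows inhibition of at least 40%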;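 further: 0% = neutral control wells and 100% = positive control wells; some results beyond the cut were filed as inactive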
LGR2 inh – Drosophila LGR2 receptor signaling inhibition; HEK293 LGR2, CRE-luciferase, bursicon-stimulated, 4 h; AID 720647; actives 0.35% (n = 380,000); inhibition, % at 9.99 µM;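 active means drop in luminescence signal, shown as inhibition above about 50% in the replicate tests, limit read from the data, passing the limit was not always enough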;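 further: agonist challenge used bursicon conditioned medium at about half maximal strength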
PglD DTNB – blocks C. jejuni PglD acetyltransferase activity. purified PglD enzyme, DTNB colorimetric CoA detection. inhibition, % at 12.5 µM. actives 0.098% (n = 360,000). AID 602405; in the data active means inhibition above about 16%, passing the limit was not always enough; further: strong numbers were not always called active
Cneo AK release – causes C. neoformans cell lysis. lysis activity, % at 15 µM. AID 651654. actives 0.2% (n = 360,000). adenylate kinase release luminescence, 4 h; normalised: neutral wells 0, clomiphene wells 100;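 active means mean lysis activity across replicates of at least 80%, whatever share of replicates individually reach that level; inactive means mean lysis activity below 80%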
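read-out = cell lysis signal | test system = log-phase Cryptococcus neoformans yeast cells | input = cells at 5 × 10^6 per mL | medium = fresh YPD growth medium | signal = luminescent adenylate kinase detection reagent | timing = 4 h at 37 °C static, read 1 h later | dosing = single dose | controls = Clomiphene as positive lysis control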
Starred values were filed as active, the others as inactive.

Results for Cc1noc(C)c1NC(=O)N(C)C[C@H]1OCCCC[C@@H](C)Oc2ccc(NS(=O)(=O)c3ccc(Cl)cc3)cc2C(=O)N([C@@H](C)CO)C[C@H]1C ?
GSIS activator: -10; ARNT-TACC3 inh: -4; PAX8 inh HTS: 22; PGC1a acetyl inh: -15; LGR2 inh: -9; PglD DTNB: 9; Cneo AK release: 0

What do the screens show for `O=C(NNC1=Nc2cccc3cccc1c23)c1ccccc1Br`?
GSIS activator: -15; ARNT-TACC3 inh: -3; PAX8 inh HTS: 18; LGR2 inh: 36

How did COc1ccc(O)c(-c2cc(-c3ccc(F)cc3)n[nH]2)c1 do in these assays?
C2C12 statin: 0; GSIS activator: -15; ARNT-TACC3 inh: 12; PAX8 inh HTS: -103; LGR2 inh: -64; PglD DTNB: -1; Cneo AK release: -5

Results for CCOc1ccc(NS(=O)(=O)c2cc(NC(=O)CCC(=O)c3cccs3)ccc2Cl)cc1 ?
GSIS activator: -8; ARNT-TACC3 inh: 1; PAX8 inh HTS: 6; LGR2 inh: 10

What do the screens show for `CCOc1ccc(N(CC(=O)NC2CCC(C)CC2)S(=O)(=O)c2c(C)noc2C)cc1` (configuration not stated)?
C2C12 statin: 3; GSIS activator: 8; ARNT-TACC3 inh: 0; PAX8 inh HTS: 2; PGC1a acetyl inh: 7; LGR2 inh: 43; PglD DTNB: 2; Cneo AK release: -4

Results for O=C(c1cccc(F)c1)N1CCCCN2[C@@H](CO)[C@@H](c3ccc(-c4ccncc4)cc3)[C@@H]2C1 ?
GSIS activator: 9; ARNT-TACC3 inh: -3; PAX8 inh HTS: 6; PGC1a acetyl inh: -2; LGR2 inh: -17; PglD DTNB: -1; Cneo AK release: 0

Results for COc1ccc(S(=O)(=O)Nc2ccc3c(c2)C(=O)N([C@H](C)CO)C[C@@H](C)[C@H](CN(C)C)O3)cc1 ?
C2C12 statin: -19; GSIS activator: 13; PAX8 inh HTS: -1; PGC1a acetyl inh: -12; LGR2 inh: 1; PglD DTNB: -1; Cneo AK release: 2

Results for COc1ccc(NC(=O)N2CCCC2C(=O)Nc2ccc(C)c(Cl)c2)cc1 (configuration not stated) ?
C2C12 statin: -4; ARNT-TACC3 inh: -2; PGC1a acetyl inh: 7; PglD DTNB: -5; Cneo AK release: -1

Results for Cc1noc(C)c1S(=O)(=O)Nc1ccc2c(c1)C(=O)N([C@H](C)CO)C[C@H](C)[C@@H](CN(C)Cc1ccc(C(=O)Nc3ccccc3N)cc1)O2 ?
GSIS activator: 5; PAX8 inh HTS: -28; PGC1a acetyl inh: -5; LGR2 inh: -2

How did CCCCOc1ccccc1C1NC(=O)NC(C)=C1C(=O)OCCOCC (configuration not stated) do in these assays?
C2C12 statin: 4; GSIS activator: 10; ARNT-TACC3 inh: -4; LGR2 inh: -13; PglD DTNB: 2; Cneo AK release: -1

What do the screens show for `CCOC(=O)C1(Cc2ccccc2)CCCN(C2CCN(C(C)=O)CC2)C1` (configuration not stated)?
C2C12 statin: 1; GSIS activator: -18; ARNT-TACC3 inh: 1; PAX8 inh HTS: 11; PGC1a acetyl inh: 3; LGR2 inh: 27; PglD DTNB: -9; Cneo AK release: 0

Results for CS(=O)(=O)Nc1ccccc1C(=O)OCC(=O)NC1CC1 ?
C2C12 statin: -6; GSIS activator: 10; ARNT-TACC3 inh: -6; PAX8 inh HTS: -4; PGC1a acetyl inh: -2; LGR2 inh: 2; PglD DTNB: -2; Cneo AK release: 1

How did O=C(Nc1nc2ccccc2[nH]1)c1ccc(F)cc1 do in these assays?
C2C12 statin: -32; GSIS activator: 2; ARNT-TACC3 inh: 2; PGC1a acetyl inh: 8; LGR2 inh: -26; Cneo AK release: -11

Results for C[C@@H]1CN([C@@H](C)CO)C(=O)c2cc(NC(=O)Cc3ccccc3)ccc2O[C@H]1CN(C)C ?
C2C12 statin: -3; GSIS activator: -9; ARNT-TACC3 inh: -5; PAX8 inh HTS: 0; PGC1a acetyl inh: 2; LGR2 inh: 6; PglD DTNB: -3; Cneo AK release: -2

What do the screens show for `COCCNC(=S)c1ccc(OC)cc1`?
ARNT-TACC3 inh: -6; PGC1a acetyl inh: -8; PglD DTNB: 7; Cneo AK release: -3

How did COc1cccc(CN(CC(=O)NCc2ccc(F)cc2)C(=O)c2ccco2)c1 do in these assays?
C2C12 statin: 16; GSIS activator: -2; ARNT-TACC3 inh: -5; PAX8 inh HTS: 1; PGC1a acetyl inh: 6; LGR2 inh: -2; PglD DTNB: 0; Cneo AK release: -2

How did O=C(Nc1nccs1)[C@H]1[C@H](CO)[C@H]2Cn3c(cccc3=O)[C@@H]1N2C(=O)C1CC1 do in these assays?
C2C12 statin: -14; GSIS activator: 2; ARNT-TACC3 inh: 2; LGR2 inh: -10; PglD DTNB: 0; Cneo AK release: 48

What do the screens show for `Cc1cc(NS(=O)(=O)c2ccc(NC(=O)CSc3nc4ncc(Br)cc4[nH]3)cc2)nc(C)n1`?
GSIS activator: -15; ARNT-TACC3 inh: 14; PAX8 inh HTS: 10; PGC1a acetyl inh: -3; LGR2 inh: 11; PglD DTNB: -3; Cneo AK release: -2

Results for O=C(c1ccc(Cl)cc1)C1CCN(Cc2ccccc2)CC1 ?
C2C12 statin: -7; GSIS activator: -10; ARNT-TACC3 inh: -3; PAX8 inh HTS: 30; LGR2 inh: -10; PglD DTNB: 9; Cneo AK release: -1

What do the screens show for `CC(=O)Oc1ccc(CC(C(=O)O)N2C(=O)c3ccccc3C2=O)cc1` (configuration not stated)?
C2C12 statin: -2; GSIS activator: 4; ARNT-TACC3 inh: -8; PAX8 inh HTS: 11; PGC1a acetyl inh: 7; LGR2 inh: -28; PglD DTNB: 4; Cneo AK release: -1

How did COc1cccc(N2CC(C(=O)OC(C)C(=O)c3ccccc3)CC2=O)c1 (configuration not stated) do in these assays?
C2C12 statin: -1; ARNT-TACC3 inh: -24; PglD DTNB: 3; Cneo AK release: -1

What do the screens show for `Cc1ccccc1S(=O)(=O)N[C@@H]1CC[C@@H](CCn2cc(-c3ccc(F)cc3)nn2)O[C@@H]1CO`?
C2C12 statin: -7; GSIS activator: -6; ARNT-TACC3 inh: -10; PAX8 inh HTS: 12; PGC1a acetyl inh: 3; LGR2 inh: 25; PglD DTNB: 1; Cneo AK release: -2

Results for Cc1cc(=O)oc2cc3oc(=O)cc(C)c3cc12 ?
C2C12 statin: -2; ARNT-TACC3 inh: -3; PAX8 inh HTS: 6; LGR2 inh: 14; PglD DTNB: -12; Cneo AK release: 1

How did Cc1ccc([N+](=O)[O-])cc1N=Nc1c(-c2ccc([N+](=O)[O-])cc2)[nH]n(C(N)=S)c1=O do in these assays?
C2C12 statin: -139; ARNT-TACC3 inh: -1; PGC1a acetyl inh: 10; PglD DTNB: -3; Cneo AK release: 7

Results for CCOC(=O)C1(CC2CCCCO2)CCN(Cc2nccn2-c2cccc(C)c2)CC1 (configuration not stated) ?
GSIS activator: -6; ARNT-TACC3 inh: -3; PAX8 inh HTS: 5; LGR2 inh: 16

Results for COc1ccc(-c2ccc([C@@H]3[C@H]4CN(C(=O)c5ccc6c(c5)OCO6)CCCCN4[C@H]3CO)cc2)cc1 ?
C2C12 statin: -20; GSIS activator: -2; ARNT-TACC3 inh: -3; PAX8 inh HTS: 4; PGC1a acetyl inh: -18; LGR2 inh: 6; PglD DTNB: 1; Cneo AK release: -2

Results for CC1CCN(C(=S)Nc2ccc(F)cc2)CC1 ?
GSIS activator: 15; ARNT-TACC3 inh: 0; PAX8 inh HTS: -16; LGR2 inh: 4

What do the screens show for `CCOC(=O)Nc1ccc2nc3n(c(=O)c2c1)CCCCC3`?
GSIS activator: -1; ARNT-TACC3 inh: -5; PAX8 inh HTS: -67; PGC1a acetyl inh: 10; LGR2 inh: -27

How did COc1ccc(S(=O)(=O)N(C)C[C@@H]2Oc3ccc(NC(=O)CCCCCC(=O)Nc4ccccc4N)cc3C(=O)N([C@@H](C)CO)C[C@H]2C)cc1 do in these assays?
GSIS activator: 0; PAX8 inh HTS: -26; PGC1a acetyl inh: 1; LGR2 inh: -5

Results for Cc1nc(SCC(=O)NCC2CCCO2)c2c(C)c(C)sc2n1 (configuration not stated) ?
C2C12 statin: 4; GSIS activator: 17; ARNT-TACC3 inh: -13; PAX8 inh HTS: -13; PGC1a acetyl inh: 1; LGR2 inh: 7; PglD DTNB: -4; Cneo AK release: 0

Results for C[C@H](NC(=O)[C@@H]1[C@@H](CO)[C@@H]2Cn3c(cccc3=O)[C@@H]2N1C(=O)C1CC1)c1ccccc1 ?
C2C12 statin: 3; GSIS activator: 14; ARNT-TACC3 inh: 1; PAX8 inh HTS: -11; PGC1a acetyl inh: 9; LGR2 inh: 5; PglD DTNB: -5; Cneo AK release: 0

What do the screens show for `C=CCN1C(=O)[C@@]2(O[C@@H](CCn3cc([C@H](O)c4ccccc4)nn3)[C@H]([Si](C)(C)c3ccc(OC)cc3)[C@H]2C)c2cc(N3C(=O)c4cccc5cccc3c45)ccc21`?
ARNT-TACC3 inh: -4; PAX8 inh HTS: 2; PglD DTNB: 10; Cneo AK release: 5

Results for Cc1ccc(S(=O)(=O)N2C[C@@H](O)COC[C@@H]3O[C@H](CC(=O)N[C@H]4CCN(Cc5ccccc5)C4)CC[C@H]32)cc1 ?
C2C12 statin: 2; GSIS activator: 11; ARNT-TACC3 inh: 12; PAX8 inh HTS: 7; PGC1a acetyl inh: 1; LGR2 inh: -7; PglD DTNB: -3; Cneo AK release: 0

Results for O=C(CC(c1ccccc1)c1ccccc1)Nc1ccc(C(=O)O)cc1 ?
C2C12 statin: 4; GSIS activator: -13; ARNT-TACC3 inh: 26; PAX8 inh HTS: -55; PGC1a acetyl inh: 0; LGR2 inh: 5; PglD DTNB: 0; Cneo AK release: -3

Screening data deposited in PubChem by Broad Institute.
